# Rac1 GTP hydrolysis – MgcRacGAP GTPase-activating activity inhibitors, confirmation, biochemical, ADP Hunter fluorescence. MgcRacGAP-stimulated Rac1 GTP hydrolysis, ADP Hunter fluorescence; higher % means a stronger effect; GST-tagged Rac1 F28L mutant substrate. one-dose inhibition, % at 30 µM; IC50 in µM for titrated hits. 0.6% of 340,000 active;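 active = first-screen hits whose inhibition reached a set limit at any dose in the follow-up dose series; inconclusive = inhibition above the set first-screen limit but never retested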;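 also: fluorescence reports GDP produced by GAP-driven GTP hydrolysis; strong numbers were not always called active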
# RSV antiviral HEp-2 – RSV antiviral activity via CPE protection, HEp-2 cells, primary 10 µM value included (AID 2391). 0.13% of 310,000 active. one-dose CPE inhibition, % at 10 µM; IC50 in µM for titrated hits. HEp-2 cells, RSV-induced CPE inhibition; higher % means a stronger effect; in the data active = a potency from the dose series; inconclusive = CPE inhibition mostly from about 23% at the one dose, without a potency; inactive = the rest, 99 in 100 with CPE inhibition below about 21%; also: strong numbers were not always called active
# Myeloid diff MLP – myeloid differentiation induction; ER-HoxA9 myeloid progenitors, lysozyme-GFP differentiation, flow cytometry; calls only at 10 µM; 1% of 360,000 active; AID 624256;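 active = normalized GFP-positive differentiation at or above the plate's own cutoff, the solvent-only control mean plus 3 SD; inconclusive = no clear call, values can overlap the other calls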;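 also: cells exposed to compound for four days before flow analysis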
# TNAP activators – human TNAP enzyme activators, primary screen, biochemical, luminescent, no phosphate acceptor, uHTS (AID 1001); purified TNAP, luminescent activation assay, no phosphate acceptor; higher activation fold means a stronger effect; one-dose activation fold at 20 µM; EC50 in µM for titrated hits; 0.03% of 200,000 active; in the data active = activation fold from about 3, or a potency from the dose series; inactive = the rest, 99 in 100 with activation fold below about 1.6; also: many of its hits are not listed in these tables
# NTR1 ag – NTR1-driven beta-arrestin-GFP spot formation – imaging, U2OS cells, high content, primary screen (AID 493036); 0.17% of 330,000 active; activation, % at 20 µM; agonist mode; P30989;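 active = activation at or above 40% of the spot to cytoplasm intensity ratio, with at least 20 cells analyzed; inconclusive = wells under 20 cells, flagged as cytotoxic or low count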;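 also: 0% = DMSO without peptide and 100% = 100 nM NTR1 peptide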
# Target sequence (P30989 whole entry, looked up): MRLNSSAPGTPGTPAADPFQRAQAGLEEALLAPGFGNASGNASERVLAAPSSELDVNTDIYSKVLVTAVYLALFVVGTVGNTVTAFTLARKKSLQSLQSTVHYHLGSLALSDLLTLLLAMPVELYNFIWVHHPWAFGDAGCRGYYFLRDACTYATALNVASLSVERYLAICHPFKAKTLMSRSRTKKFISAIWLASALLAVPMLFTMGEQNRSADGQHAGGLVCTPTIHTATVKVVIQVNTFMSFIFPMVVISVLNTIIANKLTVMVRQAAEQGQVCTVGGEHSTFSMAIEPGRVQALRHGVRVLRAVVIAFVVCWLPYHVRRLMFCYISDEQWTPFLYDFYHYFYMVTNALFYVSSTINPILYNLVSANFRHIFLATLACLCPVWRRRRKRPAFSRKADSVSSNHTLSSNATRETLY
# Large T inhibition – TAg ATPase/helicase activity blockers – biochemical (AID 1903); SV40 large T antigen ATPase/helicase inhibition assay; higher % means a stronger effect; inhibition, % at 20 µM, or IC50 in µM where a hit was titrated; 0.39% of 310,000 active; in the data active = a potency from the dose series; inconclusive = inhibition mostly from about 32% at the one dose, without a potency; inactive = the rest, 99 in 100 with inhibition below about 32%; also: strong numbers were not always called active
# T cell modulator – T cell immune modulators affecting CD8 T cell-vesicle binding; 2C CD8+ T cell-vesicle binding, flow cytometry; active compounds read low; calls only at 7 µM; 0.068% of 330,000 active;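 active = response, share of CD8 T cells binding vesicles, and their 90th percentile fluorescence all below set limits, cut at about 80% in these data, passing the limit was not always enough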
#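 Test system: purified 2C TCR transgenic mouse naive CD8+ T cells. Probe or stimulus: QL9-peptide-loaded Drosophila micro-vesicles bearing Ld, ICAM-1 and B7-1. Incubation: binding step 1.5 h, 37 °C, antibody labelling 20 min, ice. Measured by: flow cytometry of vesicle-bound cells.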
# Salmonella PhoP GFP – PhoP-dependent GFP reporter repression – Salmonella Typhimurium, primary screen (AID 1863) | S. Typhimurium PhoP-regulated promoter GFP reporter, 4 h; higher % means a stronger effect | inhibition, % at 50 µM; hits with a dose series show IC50 in µM | 0.16% of 300,000 active;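 active = inhibition over 29.93%, a cutoff 3 SD above the screen mean, later confirmed by dose response; inconclusive = inhibition over 29.93% but no dose response follow-up; inactive = inhibition at most 29.93% or unconfirmed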;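 also: 0% = low Mg2+ inducing control and 100% = high Mg2+ repressing control; strong numbers were not always called active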
# UTI89 phage lysis – protection from phage-mediated lysis, alamar blue read-out – E. coli UTI89, K1F phage, bacterial capsule biogenesis inhibitors (AID 488966); one-dose inhibition, % at 100 µM; IC50 in µM for titrated hits; E. coli UTI89 K1F phage lysis, alamar blue, 2 h; higher % means a stronger effect; 0.02% of 340,000 active;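 active = phage lysis inhibition, versus mean bacterial control, above a set limit; inconclusive = no clear call, values can overlap the other calls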;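 also: capsule biogenesis inhibitors block K1F phage lysis so surviving cells raise fluorescence; higher fluorescence means more inhibition of phage lysis; actives were called in the ten point dose series up to 300 µM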
# T cell modulator vesicle-bound % – further read-out of T cell modulator, marked with its call; double positive events, %; measured here: CD8+ vesicle-bound cell fraction;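 binding gate set so that unloaded-vesicle control wells show 10% double positive cells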
# NTR1 ag cell count 20 µM – also measured in NTR1 ag; calls as there; cell count; measured here: cell count, cytotoxicity flag
# Myeloid diff MLP GFP+ MAC1+ % – second read-out of Myeloid diff MLP, no call of its own (marks repeat the call); GFP+ MAC1+ double positive, %; measured here: differentiation confirmed by MAC1 staining
# Starred values were filed as active, the others as inactive; i = inactive; u = inconclusive; x = not tested or not shown; + = active, no number; [ ] = another dose, or the depositor's remark.
SMILES,Rac1 GTP hydrolysis,RSV antiviral HEp-2,Myeloid diff MLP,Myeloid diff MLP GFP+ MAC1+ %,TNAP activators,NTR1 ag,NTR1 ag cell count 20 µM,Large T inhibition,T cell modulator,T cell modulator vesicle-bound %,Salmonella PhoP GFP,UTI89 phage lysis
CN(CC(=O)NCc1ccncc1)S(=O)(=O)c1ccccc1,5%,0.8%,i,0.7,1.1,-0.3,53,-1%,i,26,17%,2.2%
Nc1nc(CN2CCN(C(c3ccccc3)c3ccccc3)CC2)nc(Nc2ccccc2)n1,2%,x,i,0.5,x,5.9,55,11%,i,42,0%,0.1%
C[C@H](CO)NC(=O)[C@H](C)[C@@H]1C[C@@]1(C)[C@@H](NC(=O)OCc1ccccc1)c1ccccc1,13%,-0.6%,i,2.6,1.1,-3.1,105,7%,i,12,3%,1.9%
COc1ccc(-c2nsc(SCC(=O)Nc3cc(C)on3)n2)cc1,9%,2.5%,i,1.0,1.1,-0.5,91,-6%,i,52,-16%,2.9%
Nc1c(C(=O)Nc2ccc3c(c2)OCCO3)nnn1Cc1ccccc1,3%,8.3%,i,0.6,x,0.3,53,11%,i,42,-2%,1.7%[50 µM]
CCc1cc(/C(Cc2cscn2)=N\O)c(O)cc1O,52µM*,15%,i,0.4,1,-1.2,62,34%,i,15,2%,0.7%
COc1ccc(-c2cn(CCc3c[nH]c4ccccc34)nn2)cc1,-5%,-0.4%,i,1.0,x,-3.4,52,21%,i,25,0%,-0.6%
CC(NC(=O)c1ccc(CS(C)(=O)=O)cc1)c1cccc2ccccc12 (stereo not given),4%,0.4%,i,0.8,x,0.4,51,7%,i,47,3%,0.1%
Cc1ccccc1C(=O)NCc1nnc(SCC(=O)N2CCN(c3ccccc3)CC2)n1C,8%,1.3%,i,0.4,1.1,-0.5,63,16%,i,10,-2%,5.0%
C/C(CCN1CCc2nc(-c3ccccc3)c(-c3ccccc3)cc2C1)=N\O[C@H](C)c1cn([C@H](CO)Cc2ccccc2)nn1,x,4.9%,x,x,1,0.9,88,12%,i,24,2%,x
COc1ccc(N2CCN(S(=O)(=O)c3cc4c(cc3C)NC(=O)CO4)CC2)cc1,-2%,2.7%,i,7.7,x,1.0,56,9%,i,30,x,-2.7%
CC(C(=O)N=c1sc2ccccc2n1C)N1C(=O)C2CC=CCC2C1=O (stereo not given),7%,8.5%,i,0.6,1,1.3,82,-8%,i,23,6%,1.6%
CCCn1c(=N)n(CC(O)COc2cccc(C)c2)c2ccccc21 (stereo not given),9%,0.9%,i,1.1,1,-4.2,92,4%,i,24,3%,0.2%
CCOC(=O)C(C)Oc1c(Br)cc(C2NC(=O)NC(C)=C2C(C)=O)cc1OCC (stereo not given),11%,1.3%,i,6.2,1.1,-0.5,56,-6%,i,17,5%,-1.2%
Cc1ccc(-c2noc(CN(C(=O)c3cccc(Br)c3)C(C)C)n2)cc1,12%,5.5%,i,4.2,1.2,9.3,84,8%,i,24,-16%,i
COc1ccc(N2CC(C(=O)Nc3ccc([N+](=O)[O-])cc3Br)CC2=O)cc1 (stereo not given),6%,-0.2%,i,0.4,x,1.7,41,0%,i,18,-3%,-0.2%
CC(=O)OC(C#CCN1CCOCC1)c1ccccc1 (stereo not given),6%,0.2%,i,0.5,1.1,0.6,74,11%,i,42,1%,0.6%
NS(=O)(=O)c1ccc(NC(=O)CSc2nnc(-c3cnccn3)n2-c2ccccc2)cc1,4%,-0.1%,i,0.6,1.1,-0.4,40,3%,i,32,-12%,4.0%
CC(C)N1CCN(Cc2ccc3nsnc3c2)CC1CCO (stereo not given),8%,0.8%,i,0.2,1.1,-0.5,54,17%,i,38,-2%,0.3%
Cc1ccc(/C=N/N=C2/NC(=O)CS2)o1,0%,49%,i,0.4,1.1,0.0,46,27%,i,39,-9%,2.6%
CCN1CCN(CCNC(=O)CSCc2nc(-c3ccc(OC)c(OC)c3)oc2C)CC1,6%,0.4%,i,0.5,1,-0.4,84,2%,i,3,-4%,2.2%
C=CCn1cc(/C=N/Nc2nc3ccccc3[nH]2)c2ccccc21,12%,21%,i,0.6,1.7,12,57,27%,i,57,u,2.8%[50 µM]
CCOc1ccc(C(=O)OCC(=O)N2CC(C)OC(C)C2)cc1OCC (stereo not given),6%,1.7%,i,0.4,x,0.7,59,6%,i,26,-6%,0.3%
CC(C)(C)c1ccc(NC(=O)C2=CC=CN3CCS(=O)(=O)N=C23)cc1,15%,1.3%,i,1.2,x,5.5,64,x,i,39,x,0.4%[50 µM]
COc1ccc(/C=N/NC(=O)c2cc(-c3ccccc3OC(C)C)nc3ccccc23)cc1CN1CCOCC1,6%,u,i,0.6,1,1.0,56,10%,i,46,-3%,0.2%[50 µM]
Cc1cccc(C)c1NC(=O)Cn1cnc2c(=O)n(C)c(=O)n(C)c21,3%,4.5%,i,0.6,1.1,2.0,60,0%,i,50,-7%,-0.2%
Cn1c(SCC(=O)c2ccc(F)cc2)nnc1-c1cnccn1,7%,0.9%,i,3.3,1.1,0.5,84,12%,i,45,7%,0.5%
CS/C(N)=N/N=C/c1cc(C)ccc1O,7%,4.9%,i,1.0,x,0.8,74,16%,i,31,-6%,0.6%
CCOc1ccc(NCc2cccn2-c2nnc(N3CCC(C(=O)NCCCN4CC(C)CC(C)C4)CC3)s2)cc1 (stereo not given),u,0.9%,i,0.0,x,5.4,41,19µM*,i,32,-2%,0.1%
CC1C(c2ccccc2)N(C)C(c2ccccc2)CC1(O)c1ccc(F)cc1 (stereo not given),2%,24%,i,0.2,1.1,x,x,5%,i,22,0%,-0.3%
CC(C)Cc1ccc(C2=CSC3=NCCN23)cc1,6%,5.8%,i,0.9,x,2.2,45,23%,i,29,x,-0.8%
COc1ccc(CNC(=O)CC2Sc3ccccc3NC2=O)cc1 (stereo not given),6%,-0.9%,i,0.6,1.1,-0.8,51,13%,i,42,1%,-0.3%
O=C(Nc1ccc(Cc2ccncc2)cc1)c1cc([N+](=O)[O-])ccc1N1CCOCC1,2%,3.0%,i,0.3,1.1,-1.5,48,9%,i,8,-3%,-0.2%
CC(=O)N1N=C(c2ccc3nccnc3c2)CC1c1ccccc1 (stereo not given),7%,0.7%,i,0.7,1.1,1.7,54,3%,i,27,-8%,6.1%
Nc1nnc(SCC(=O)Nc2ccc(S(=O)(=O)N3CCOCC3)cc2)s1,5%,1.2%,i,3.2,1.1,-0.4,55,-3%,i,42,13%,i
C=CCN1C(=O)[C@@H]2Cc3c([nH]c4ccccc34)C(c3cc(OC)c(OC)c(OC)c3)N2C1=S (stereo not given in full),3%,0.6%,+,8.6*,x,-0.8,65,-6%,i,28,16%,0.9%
CCN(CCn1cccn1)C(=O)c1cc(COc2cccc3cccnc23)on1,10%,-1.3%,i,0.1,1.1,0.7,45,5%,i,25,-8%,0.0%
COC(=O)C1CCN(CC(=O)Nc2sc3c(c2C#N)CCC3)CC1,8%,1.0%,i,0.7,0.9,2.7,46,25%,i,52,-11%,0.1%
CC(C)c1c(C(=O)N/N=C/c2cccc3ccccc23)nnn1-c1nonc1N,7%,3.1%,i,1.9,x,22,71,2%,i,8,6%,0.8%
CCC/C(O)=C1\C(=O)CCCC1=NCCc1c(C)[nH]c2ccc(C)cc12,15%,-0.8%,i,0.2,x,3.1,50,25%,i,40,-3%,-0.1%[50 µM]
CC(NC(=O)c1ccccc1Cl)C(=O)OCc1cn2cc(Cl)ccc2n1 (stereo not given),4%,x,i,0.6,x,0.0,61,x,i,40,x,0.9%[50 µM]
Cc1cc(NCc2ccccc2)n2ncnc2n1,4%,9.5%,i,0.2,1.1,0.9,46,3%,i,25,4%,0.6%
O=C(O)CSc1ncnc2sc(-c3ccccc3)cc12,12%,2.6%,i,0.5,1.1,-2.3,48,6%,i,38,-8%,0.0%
Cc1ccn2c(CNCCn3nc(C)cc3C)c(C(=O)N3CCCCCC3)nc2c1,5%,-0.9%,i,0.3,1.1,0.5,65,-6%,i,20,4%,0.3%
CCOc1ccc(C(=O)N/N=C(\c2ccccc2)c2ccccn2)cc1,5%,0.2%,x,x,1,-0.1,45,6%,i,42,8%,3.7%
CCOC(=O)c1c(C)[nH]c(NC(=O)NNC(=O)c2ccc(OC)cc2)c1C,4%,0.9%,i,1.3,x,0.3,60,x,i,30,x,1.2%[50 µM]
CC(C)(C)OC(=O)C[C@@H]1C/C=C\C[C@H](CC(=O)N[C@H](CO)Cc2ccccc2)C(=O)N[C@@H](Cc2c[nH]c3ccccc23)COC1=O,-1%,x,i,2.7,x,4.5,48,x,i,8,x,-0.6%
CCN(CC)c1ccc(CNC(=O)C/C(C)=N/NC(=O)COc2ccc(C)cc2Br)cc1,7%,2.4%,i,0.3,x,5.0,46,4%,i,14,8%,-0.5%
O=C(CCCc1ccccc1)c1ccc2c(c1)OCCO2,-1%,7.1%,i,8.7,1.1,2.6,39,5%,i,66,-10%,3.1%
CC(=O)Nc1ccc(S(=O)(=O)N(C)CC(=O)OC(C)C(=O)N(C)Cc2ccccc2)cc1 (stereo not given),3%,1.7%,i,1.2,x,-0.2,61,31%,i,31,-6%,1.9%[50 µM]
COc1ccc(-c2csc3ncnc(N4CCN(CCO)CC4)c23)cc1,5%,0.0%,i,0.1,x,0.5,101,7%,i,46,-5%,0.4%
Nc1oc2ccccc2c1C(=O)Cc1ccccc1O[C@@H]1O[C@H](CO)[C@@H](O)[C@H](O)[C@H]1O,2%,x,i,1.7,x,-1.7,86,-1%,i,25,8%,5.1%

# Quoted from the entries so far (two entries):
SMILES,Rac1 GTP hydrolysis,RSV antiviral HEp-2,Myeloid diff MLP,Myeloid diff MLP GFP+ MAC1+ %,TNAP activators,NTR1 ag,NTR1 ag cell count 20 µM,Large T inhibition,T cell modulator,T cell modulator vesicle-bound %,Salmonella PhoP GFP,UTI89 phage lysis
COc1ccc(-c2csc3ncnc(N4CCN(CCO)CC4)c23)cc1,5%,0.0%,i,0.1,x,0.5,101,7%,i,46,-5%,0.4%
Nc1oc2ccccc2c1C(=O)Cc1ccccc1O[C@@H]1O[C@H](CO)[C@@H](O)[C@H](O)[C@H]1O,2%,x,i,1.7,x,-1.7,86,-1%,i,25,8%,5.1%

# Screening data: PubChem BioAssay, several laboratories

# Hits appear at their usual frequency; 2.3% or so of the library scored in one or more.
